From PubChem BioAssay
Growth percent in the NCI-60 one-dose screen (48 h, 10 µM unless noted): 100 = growth as untreated, 0 = no growth, -100 = all killed.
UACC-62 – UACC-62 melanoma; hit rate 5.4% among 81,000; AID 1794756
SK-MEL-2 – SK-MEL-2 melanoma. hit rate 4.7% among 77,000
MALME-3M – MALME-3M melanoma; hit rate 5.8% among 78,000
BT-549 – BT-549 breast cancer. hit rate 4.4% among 78,000
UACC-257 – UACC-257 melanoma; hit rate 4.4% among 78,000; AID 1794764
HS 578T – HS 578T breast cancer; hit rate 4.1% among 78,000; AID 1794788
T-47D – T-47D breast cancer. hit rate 5% among 79,000
LOX IMVI – LOX IMVI melanoma. hit rate 7.4% among 79,000
* marks the source's active call; other numbers are inactive results; . = not tested or not shown; & = joins results of further samples. How the source made its calls: active means growth percent below 10; inactive means the rest.

molecule	UACC-62	SK-MEL-2	MALME-3M	BT-549	UACC-257	HS 578T	T-47D	LOX IMVI
C[CH2][Sn]([CH2]C)([CH2]C)[NH]S(=O)(=O)c1ccc(C)cc1	100	119	110	.	105	89	100	92
CC(C)NC(C)C	108	108	97	101	101	106	90	97
CN(C)P(=O)(N(C)C)N1CC1	99	104	.	106	98	98	103	95
CCC(C)c1ccc(OCC(C)N(CCCl)Cc2ccccc2)cc1 (centres undefined)	67	86	98	98	76	94	48	84
COC(=O)[C@@H](Cc1ccc(O)cc1)NC(=O)C(=O)c1cn(Cc2cn(Cc3ccccc3)nn2)c2ccccc12	.	101	100	103	104	107	92	89
Clc1nc(Cl)nc(Nc2ccccc2Cl)n1	.	116	88	111	131	95	99	89
CCOc1ccc(/C=C/[N+](=O)[O-])cc1	93	101	106	81	85	.	86	63
Cc1cccc(C(O)(C(=O)O)c2ccccc2)c1 (centres undefined)	99	101	89	103	100	104	106	98
CC(C)NC(C)Cc1ccccc1 (centres undefined)	99	97	102	107	93	107	96	100
O=C(O)c1cccc(Cl)c1	107	.	99	.	120	114	91	110
O=C(Nc1ccc(C(=O)O)cc1)Oc1ccc(N(CCCl)CCCl)cc1	69	110	94	89	97	117	87	57
Cc1ccc(O)c(CN2CCC3CCC(C3)C2)c1 (centres undefined)	100&100	106&97	109	105&106	111&109	112	104&99	105&93
Cc1ccc(Nc2nc3c(s2)C2=CC[C@@H]4[C@H](CC[C@]5(C)C(=O)CC[C@@H]45)[C@@]2(C)CC3)cc1	68	46	70	25	80	28	44	21
S=c1[nH]c(=S)c2c3c([se]c2[nH]1)CCCCC3	96	114	121	99	.	91	101	90
Brc1ccc2[nH]cc(/C=N/N3CCCCCC3)c2c1	80&83	106&89	77	65&99	101&99	107&104	93&102	81&84
COc1cc(C2c3ccc4ccccc4c3Oc3nc(N)c(C#N)c(N)c32)cc(OC)c1OC (centres undefined)	.	107	.	109	82	93	94	103
CC12CCC3C(CC=C4CC(Cl)CCC43C)C1C/C(=C\c1ccc(OCC(=O)N3CCOCC3)cc1)C2=O (centres undefined)	79	76	96	88	81	.	87	85
O=C1NC(=S)NC(=O)C1=Cc1cccnc1	103	117	113	.	93	103	91	94
C=Cc1c(C)c(O)cc2c1CC[C@@H]1C(C)(C)[C@H](O)CC[C@@]21C	88	80	87	95	99	97	68	85
CN1C2CC(=O)CC1C(O)C2 (centres undefined)	103	79	.	92	103	104	91	97
CCN(CC)C(=O)C(N)Cc1ccc(OC)c(N(CCCl)CCCl)c1 (centres undefined)	90	122	99	114	97	.	107	85
CN1C2CCC1CC(OC(=O)c1ccccc1)C2 (centres undefined)	104	100	98	.	92	135	100	91
CCC[CH2][Sn]([CH2]CCC)([CH2]CCC)[O]c1ccc(Cl)cc1Cl	-88*	-67*	-62*	-82*	-89*	-10*	-84*	-81*
Cc1ccccc1N1CCN(CCC#N)CC1	86	100	106	114	77	120	95	100
COc1ccc(C2CC(=O)Nc3nc(N)[se]c32)cc1 (centres undefined)	102	105	105	115	107	105	83	105
CN1C(=O)C(=Cc2cn(CCCCCCn3c4ccccc4c(=O)c4ccccc43)c3ccccc23)C(=O)N(C)C1=O	.	93	103	91	104	101	75	93
COc1cc(C2c3ccc(O)cc3Oc3nc(N)c(C#N)c(N)c32)cc(OC)c1OC (centres undefined)	.	111	.	80	92	106	96	109
Cc1cc(Br)c([N+](=O)[O-])cc1[N+](=O)[O-]	102	111	128	106	99	105	86	20
CC(C)N=C([Se])NC(=O)c1cccs1	27	-58*	102	44	39	.	79	.
CCCCCN(CCCCC)CC(O)c1cc(C)ccc1Cl (centres undefined)	78	95	92	111	101	102	74	81

Part of the list above, with two lines to a compound.
Sequence of screens – UACC-62 | SK-MEL-2 | MALME-3M | BT-549 | UACC-257 | HS 578T | T-47D | LOX IMVI
Cc1cccc(C(O)(C(=O)O)c2ccccc2)c1 (centres undefined)
    99 | 101 | 89 | 103 | 100 | 104 | 106 | 98
C[CH2][Sn]([CH2]C)([CH2]C)[NH]S(=O)(=O)c1ccc(C)cc1
    100 | 119 | 110 | . | 105 | 89 | 100 | 92
CN1C2CCC1CC(OC(=O)c1ccccc1)C2 (centres undefined)
    104 | 100 | 98 | . | 92 | 135 | 100 | 91
CN1C(=O)C(=Cc2cn(CCCCCCn3c4ccccc4c(=O)c4ccccc43)c3ccccc23)C(=O)N(C)C1=O
    . | 93 | 103 | 91 | 104 | 101 | 75 | 93

Carrying on.
molecule	UACC-62	SK-MEL-2	MALME-3M	BT-549	UACC-257	HS 578T	T-47D	LOX IMVI
COc1ccccc1-n1c(C)nc2ccccc2c1=O	102	105	109	102	104	103	88	102
C=CC[n+]1ccc(-c2cc[n+](CC=C)cc2)cc1	110	.	34	109	97	116	82	101
Cc1cc2c(cc1-c1ccnc(/C=C/C(=O)O)c1)C(C)(C)CCC2(C)C	72	94	65	64	87	60	92	47
c1ccc(N2CCNCC2)cc1 (tested in a mixture with another compound)	106&96&112&100&106	103&116&94&101&99	102&105&103&108&92	111&102&98&61&101	98&95&113&103&93	116&107&92&115&110	116&105&103&106&97	114&97&104&95&97
CC(Cc1ccc(O)cc1)NCc1ccccc1 (centres undefined)	.	107	104	104	.	103	97	92
c1ccc(CCN2CCCCC2)cc1	103	108	.	110	108	105	101	105
CCCCn1cc(C(=O)/C(C#N)=C/c2cc3ccccc3nc2Cl)c2ccccc21	78	101	81	91	97	84	65	74
N=C(N)N	101&102	122	116&119	91	103&100	102&118	105&106	103&101

7 compounds drawn at random from the list so far:
molecule	UACC-62	SK-MEL-2	MALME-3M	BT-549	UACC-257	HS 578T	T-47D	LOX IMVI
CN1C2CC(=O)CC1C(O)C2 (centres undefined)	103	79	.	92	103	104	91	97
S=c1[nH]c(=S)c2c3c([se]c2[nH]1)CCCCC3	96	114	121	99	.	91	101	90
CC12CCC3C(CC=C4CC(Cl)CCC43C)C1C/C(=C\c1ccc(OCC(=O)N3CCOCC3)cc1)C2=O (centres undefined)	79	76	96	88	81	.	87	85
COc1ccc(C2CC(=O)Nc3nc(N)[se]c32)cc1 (centres undefined)	102	105	105	115	107	105	83	105
CN(C)P(=O)(N(C)C)N1CC1	99	104	.	106	98	98	103	95
O=C1NC(=S)NC(=O)C1=Cc1cccnc1	103	117	113	.	93	103	91	94
c1ccc(N2CCNCC2)cc1 (tested in a mixture with another compound)	106&96&112&100&106	103&116&94&101&99	102&105&103&108&92	111&102&98&61&101	98&95&113&103&93	116&107&92&115&110	116&105&103&106&97	114&97&104&95&97

These rows are one share of the data. The share of hits here may be higher or lower than overall.
